PGK inhibitor: T. brucei PGK inhibition. PGK/GAPDH coupled, Kinase-Glo luminescence, 60 min. 380,000 compounds, 0.043% hits. Potency, µM (titrated, usually from 57.5 µM), for inactives: top-dose activity change, negative = inhibition, hits mostly inhibitors. P07378; also: potency is read from the fitted curve at half-maximal effect; % is scaled to controls: 0 for no effect and ±100 for the full control effect; nearly all actives have a fitted effect of over 60% in size
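Recombinant glycosomal PGK reaction used 1,3-bisphosphoglycerate generated in-well by GAPDH (100nM final) in 100mM TEA pH 7.6, 5mM MgCl2, 0.01% Tween-20. After 60 minutes at room temperature, ATP was read by Kinase-Glo Plus luminescence end-point.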
Pin1 inh: blocks the human prolyl isomerase Pin1; Q13526; 390,000 compounds, 0.009% hits; Potency, µM (series often up to 115 µM), for inactives: at the top dose activity, negative = inhibition, most hits filed as inhibitors; Pin1 FP peptide displacement, HiFluor488, 10 min; active = well fitted inhibition curve with a large enough effect in the polarisation, with a control signal flat, not every such curve was filed as active; inconclusive = small, poorly fitted or top-dose-only effect, or effect the other way, or a change in a side signal; inactive = no such curve, though single readings can be large or run the other way; the % refers to the polarisation; also: potency is read from the fitted curve at half-maximal effect; % is scaled to controls: 0 for no effect and ±100 for the full control effect
Target sequence (Q13526 whole entry, looked up): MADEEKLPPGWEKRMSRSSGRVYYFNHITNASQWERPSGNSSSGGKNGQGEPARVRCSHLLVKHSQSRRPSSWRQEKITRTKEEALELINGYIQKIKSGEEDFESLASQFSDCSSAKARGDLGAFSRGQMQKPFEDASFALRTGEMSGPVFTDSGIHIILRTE
HP1b chromo inh: HP1-beta chromodomain-methylated histone interaction inhibition | AlphaScreen HP1-beta / biotin-H3K9me3 peptide binding | Potency, µM (doses to about 114 µM), without a hit: top-dose activity change, negative = inhibition, hits mostly inhibitors | 390,000 compounds, 0.56% hits | AID 540317; also: potency is read from the fitted curve at half-maximal effect; nearly all actives have a fitted effect of over 70% in size; inactives centre near 23
Target sequence (P83916 whole entry, looked up): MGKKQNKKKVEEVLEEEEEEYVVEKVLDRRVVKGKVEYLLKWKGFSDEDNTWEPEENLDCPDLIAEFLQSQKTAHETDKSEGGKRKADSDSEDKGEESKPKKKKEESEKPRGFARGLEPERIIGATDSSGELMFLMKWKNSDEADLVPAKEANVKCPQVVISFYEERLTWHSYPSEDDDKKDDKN
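Compound inhibition of the preformed complex between 50 nM HP1-beta and 50 nM biotinylated H3K9me3 peptide was read by AlphaScreen. Buffer was PBS pH 7.4 with 0.01% Tween-20. Incubations ran 30 min at room temperature, with 10 ug/mL donor/acceptor beads.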
JMJD2A Tudor inh: blocks the human JMJD2A Tudor domain. 390,000 compounds, 4.4% hits. Potency, µM (doses to about 114 µM), for the others: at the top dose activity change, negative = inhibition, actives largely listed as inhibitors. AlphaScreen JMJD2A-Tudor / H3K4me3 peptide binding. AID 504339; also: potency is read from the fitted curve at half-maximal effect; % is scaled to controls: 0 for no effect and ±100 for the full control effect; nearly all actives have a fitted effect of over 50% in size
PI4K2A inh: inhibitors of human PI4K2A; 420,000 compounds, 0.13% hits; AID 1346378; purified PI4K2A, ADP-Glo luminescence, 1 h; stronger effect = lower value; activity change, negative = inhibition, % at 76.9 µM; in the data active = activity change below about -50%; inconclusive = mostly about -30% to -49%;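 also: -100% = wells without enzyme as full effect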
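PI4K2A activity was measured by ADP-Glo luminescence: enzyme (4 ug/mL stock) and phosphatidylinositol (1.2 mM stock) in Tris pH 7.5/MgCl2/EGTA/Triton X-100 buffer were reacted with ATP (300 microM stock) for one hour at ambient temperature.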
Pol eta inh: DNA polymerase eta (human) inhibition. Q9Y253. recombinant Pol eta, fluorescent DNA replication assay. Potency, µM (series often up to 114 µM), for the others: at the top dose activity change, negative = inhibition, most hits filed as inhibitors. 390,000 compounds, 1.2% hits. AID 588591; also: potency is read from the fitted curve at half-maximal effect; % is scaled to controls: 0 for no effect and ±100 for the full control effect
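Fluorescent replication assay: 50 nM final substrate added after a 15 min room-temperature compound preincubation with 10 nM enzyme. Signal taken at 0 min and again at 10 min.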
BAZ2B inh: blocks human BAZ2B; Q9UIF8; Potency, µM (titrated, usually from 114 µM), for the others: at the top dose activity change, negative = inhibition, hits mostly inhibitors; 360,000 compounds, 4.4% hits; AlphaScreen BAZ2B-H3K14Ac peptide displacement; also: potency is read from the fitted curve at half-maximal effect; % is scaled to controls: 0 for no effect and ±100 for the full control effect; nearly all actives have a fitted effect of over 60% in size
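In this displacement format the biotinylated H3(5-23) peptide acetylated at Lys14 serves as ligand at 50 nM, with BAZ2B at 50 nM in PBS pH 7.4 containing 0.01% Tween-20. Donor and acceptor beads are 10 ug/mL final.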
G9a block: inhibitors of human histone lysine methyltransferase G9a | G9a H3K9 monomethylation, AlphaScreen, 2 h | Potency, µM (titrated, usually from 102 µM), without a hit: at the highest dose activity, negative = inhibition, actives largely listed as inhibitors | 350,000 compounds, 8.8% hits; also: potency is read from the fitted curve at half-maximal effect; % is scaled to controls: 0 for no effect and ±100 for the full control effect; nearly all actives have a fitted effect of over 75% in size
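Step 1: enzyme (final 20 nM) with compound, 15 min RT. Step 2: substrate peptide 500 nM and SAM 20 uM, 2 h RT. Step 3: anti-H3K9me1 antibody and AlphaScreen beads, 10 min, then plate read.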
GLS inh: inhibitors of human glutaminase (GLS); O94925; GLS enzymatic activity, qHTS titration; Potency, µM (series often up to 45.5 µM), for the others: at the top dose activity change, negative = inhibition, usual class: inhibitors; 410,000 compounds, 0.21% hits; also: potency is read from the fitted curve at half-maximal effect; % is scaled to controls: 0 for no effect and ±100 for the full control effect
Target sequence (O94925 whole entry, looked up): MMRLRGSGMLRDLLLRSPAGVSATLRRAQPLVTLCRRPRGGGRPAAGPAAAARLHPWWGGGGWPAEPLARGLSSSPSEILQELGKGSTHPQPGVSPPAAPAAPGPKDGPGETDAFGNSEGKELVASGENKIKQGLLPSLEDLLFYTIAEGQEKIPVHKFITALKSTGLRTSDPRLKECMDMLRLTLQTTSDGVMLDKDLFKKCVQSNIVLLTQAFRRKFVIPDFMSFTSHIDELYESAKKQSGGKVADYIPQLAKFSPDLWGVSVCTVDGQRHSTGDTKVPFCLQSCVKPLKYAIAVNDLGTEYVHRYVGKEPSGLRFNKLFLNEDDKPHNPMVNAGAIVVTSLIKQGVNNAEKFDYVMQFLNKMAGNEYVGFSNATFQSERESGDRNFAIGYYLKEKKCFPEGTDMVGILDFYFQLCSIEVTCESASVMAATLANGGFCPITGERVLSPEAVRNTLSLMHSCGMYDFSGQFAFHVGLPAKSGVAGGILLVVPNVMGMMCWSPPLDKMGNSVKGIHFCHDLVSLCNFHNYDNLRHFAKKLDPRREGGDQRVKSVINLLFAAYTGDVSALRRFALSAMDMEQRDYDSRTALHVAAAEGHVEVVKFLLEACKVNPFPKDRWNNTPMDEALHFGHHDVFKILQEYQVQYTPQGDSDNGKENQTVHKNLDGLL
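Assay buffer: 45 mM KH2PO4 pH 8.2, 0.02% Tween-20. hKGA acts on L-glutamine (1 mM solution added); product glutamate is reported by an oxidase/peroxidase Amplex Red coupling, with fluorescence taken at baseline and 30 min.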
The depositor's hits bear a star; i = inactive; ? = inconclusive; nt = not tested or not shown; [ ] = dose if it differs, or a comment. Unless noted, calls follow the shape of the dose curve; as a rule, active = well fitted curve in the direction sought with a large enough effect; inconclusive = small, poorly fitted or top-dose-only effect, or another doubt; inactive = no such curve, though single readings can be large; an effect the other way counts as inactive or inconclusive. An excerpt; count on the stated rates, not on these rows.

SMILES | PGK inhibitor | Pin1 inh | HP1b chromo inh | JMJD2A Tudor inh | PI4K2A inh | Pol eta inh | BAZ2B inh | G9a block | GLS inh
CCC(CC)C(=O)OCC(=O)Nc1cc(OC)c([N+](=O)[O-])cc1C | -2% | 0% | 30% | -11% | -5 | -20% | -18% | -9%[59 µM] | 0%
O=[N+]([O-])c1ccc(CNc2ccc(F)cc2)s1 | -3% | 4% | -21% | ? | -5 | -10% | 40µM* | 45µM* | 3%
C=CCNc1nc2ccccc2nc1NS(=O)(=O)c1ccc(OC)cc1 | i | 5% | 35%[activator] | 1% | -1 | -7% | 2% | -27% | -3%
CCc1cccc(OCCCCN(CC)CC)c1 | i | 1% | -38% | 3.5µM* | 8 | -7% | ? | -9%[12.7 µM] | 7%
CC1(C)CC(=Cc2ccccc2[N+](=O)[O-])C(=O)c2ccccc21 | -2% | nt | nt | nt | 10 | -4% | nt | nt | -2%
O=C(CCSCc1cccc(Cl)c1)N1CCN(c2ccc(Cl)cc2)CC1 | 2% | 6% | 30% | -6% | 2 | -5% | 15% | -4%[59 µM] | 2%
O=C(CSc1ccc2ccccc2c1)Nc1ccncc1 | -1% | -7% | 27% | -29% | 3 | -19% | -2% | -27%[59 µM] | -1%
CC(C)N(C=O)C1(C(=O)NC2CCCCC2)CCCCC1 | 12% | -2% | 25% | 3% | -2 | -9% | 3% | 15%[12.7 µM] | 0%
NC(=O)NOCc1ncc(C(F)(F)F)cc1Cl | -15% | 5% | 34% | 0% | 1 | -14% | 4% | 5%[59 µM] | 3%
O=C(Cc1nnc(NC(=O)Nc2ccccc2)s1)NCc1ccccc1 | 9% | 12% | 44%[activator] | -2% | 0 | 0% | -3% | 34%[59 µM] | -1%
CC(C)CNc1oc(-c2ccco2)nc1C#N | -9% | -2% | -2% | -29% | -8 | -8% | -23% | -11%[59 µM] | 4%
CCCn1cc(S(=O)(=O)c2ccc(C)cc2)c(=O)c2cc(F)c(N3CCCC3)cc21 | i | -9% | 20% | 4% | 0 | -11% | -1% | 3%[59 µM] | -1%
CCc1noc(C)c1C(=O)N(C)CC(=O)Nc1cccc(OC)c1 | -3% | -7% | 32%[activator] | -6% | 1 | -2% | 10% | 15%[12.7 µM] | -7%
CCN1C(=O)N(CC)C(O)(c2ccccc2)C1(O)c1ccccc1 (stereo not given) | 6% | -2% | 14% | -13% | 6 | -10% | -3% | -1%[12.7 µM] | 11%
CC(/C=N/NC(=O)c1ccncc1)=C\c1ccco1 | -11% | 0% | 19% | -29% | 0 | -1% | ? | 3%[59 µM] | -1%
CCOc1cc(CNC(=O)c2ccc3nc(C(C)C)oc3c2)cc(OCC)c1OCC | -1% | 5% | 24%[57 µM] | 3% | 4 | -14% | 4% | -2%[59 µM] | 0%
Cc1cc(C)nc(N/N=C2/CCCC/C2=C\c2ccccc2)n1 | 2% | -2% | 31% | -25% | 7 | -25% | -27% | -2% | ?
CC(=O)c1ccc(N2CCN(S(=O)(=O)c3ccc4ccccc4c3)CC2)cc1 | -8% | 19% | 41%[activator] | 1% | 0 | -15% | 3% | 3%[0.501 µM] | 2%
CSc1nc(NCC(C)C)nc(N2CCOCC2)n1 | 2% | -11% | 22% | -10% | 2 | -15% | 1% | 11%[12.7 µM] | -2%
CCCCCCCC(=O)Oc1ccc(C(=O)Nc2cc(C)on2)cc1 | 6% | -10% | 41%[activator] | -10% | 0 | 10% | 10% | 36%[activator] | 17%
CN(C)CCCOC(=O)c1ccccc1Cl | -7% | -14% | 37% | -5% | 1 | -13% | 6% | -21% | -2%
O=C(NCCCN1CCCC1=O)C1CCN(S(=O)(=O)c2c(Cl)cccc2Cl)CC1 | -6% | 0% | 25% | -7% | 4 | -16% | 7% | -49% | 0%
CCc1ccc(C(=O)c2cn(CC(=O)Nc3ccc4c(c3)OCCO4)c3ccc(F)cc3c2=O)cc1 | 7% | 6% | 44%[activator] | -12% | -1 | -8% | 1% | -6%[59 µM] | 2%
O=C(c1ccc2oc(Cc3ccc(Cl)cc3)nc2c1)N1CCCCC1CCO (stereo not given) | i | 0% | 9% | -16% | -3 | -25% | -6% | ? | -1%
COc1ccc(C)cc1NC(=O)Cn1c(=O)ccc2cc(S(=O)(=O)N3CCC(C)CC3)ccc21 | -1% | 2% | 10%[57 µM] | -32% | -2 | -30% | 0% | 1%[59 µM] | 2%

Given with two lines to a compound: part of the list above
Values in the order: PGK inhibitor, Pin1 inh, HP1b chromo inh, JMJD2A Tudor inh, PI4K2A inh, Pol eta inh, BAZ2B inh, G9a block, GLS inh
CC(=O)c1ccc(N2CCN(S(=O)(=O)c3ccc4ccccc4c3)CC2)cc1
    -8%, 19%, 41%[activator], 1%, 0, -15%, 3%, 3%[0.501 µM], 2%
CSc1nc(NCC(C)C)nc(N2CCOCC2)n1
    2%, -11%, 22%, -10%, 2, -15%, 1%, 11%[12.7 µM], -2%
CCCCCCCC(=O)Oc1ccc(C(=O)Nc2cc(C)on2)cc1
    6%, -10%, 41%[activator], -10%, 0, 10%, 10%, 36%[activator], 17%
CN(C)CCCOC(=O)c1ccccc1Cl
    -7%, -14%, 37%, -5%, 1, -13%, 6%, -21%, -2%
O=C(NCCCN1CCCC1=O)C1CCN(S(=O)(=O)c2c(Cl)cccc2Cl)CC1
    -6%, 0%, 25%, -7%, 4, -16%, 7%, -49%, 0%
CCc1ccc(C(=O)c2cn(CC(=O)Nc3ccc4c(c3)OCCO4)c3ccc(F)cc3c2=O)cc1
    7%, 6%, 44%[activator], -12%, -1, -8%, 1%, -6%[59 µM], 2%
O=C(c1ccc2oc(Cc3ccc(Cl)cc3)nc2c1)N1CCCCC1CCO (stereo not given)
    i, 0%, 9%, -16%, -3, -25%, -6%, ?, -1%
COc1ccc(C)cc1NC(=O)Cn1c(=O)ccc2cc(S(=O)(=O)N3CCC(C)CC3)ccc21
    -1%, 2%, 10%[57 µM], -32%, -2, -30%, 0%, 1%[59 µM], 2%

Carrying on:
SMILES | PGK inhibitor | Pin1 inh | HP1b chromo inh | JMJD2A Tudor inh | PI4K2A inh | Pol eta inh | BAZ2B inh | G9a block | GLS inh
Cc1ccc(C(=O)Nc2ccc(N3CCOCC3)nc2)cc1 | -2% | -9% | ? | -12% | 1 | -5% | -1% | 12% | 21%
Cc1ccc(C(=O)CCC(=O)N2CCN(c3ccc(F)cc3)CC2)cc1 | i | 1% | 49%[activator] | -10% | 1 | -14% | 9% | 4% | 1%
CCN1CCN(CC(O)COC(C)C)CC1 (stereo not given) | -7% | -11% | -4% | -14% | -10 | -17% | 0% | 50µM* | -3%
COc1cccc(-n2cnc3sc4c(c3c2=O)CCC4)c1 | i | -3% | 36% | -26% | 2 | -7% | 1% | -5%[0.501 µM] | -4%
CCOc1ccc(NC(=O)Cn2c(CCC(=O)O)ccc2-c2ccc(Cl)cc2)cc1 | -10% | -10% | 0% | -32% | 1 | -10% | ? | -44%[59 µM] | 12%
Cc1ncc(CN2CCCC(C(=O)Nc3ccc(-c4ccco4)cc3)C2)n1C (stereo not given) | -3% | ? | ? | -18% | 1 | -15% | -17% | 41% | 2%
C#CC1(NC(=O)NCCCC)CCCCC1 | -5% | -5% | 27% | -12% | -1 | -20% | 1% | nt | 6%
O=C(CN1CCN(c2cccc(Cl)c2)CC1)NCc1ccccc1 | -2% | -17% | 25% | -2% | 1 | -11% | -6% | -13% | 2%
CCOC(=O)CSc1nnc(NC(=O)c2cc([N+](=O)[O-])cc([N+](=O)[O-])c2)s1 | -7% | -15% | 31% | ? | 2 | -4% | -10% | 25µM* | 13%
Cc1ccc(NC(=O)CN(c2ccccc2)S(=O)(=O)N(C)C)cc1Cl | -3% | 37%[activator] | 47%[activator] | -4% | 3 | -10% | 6% | 4%[59 µM] | -6%
Cc1ccc(C(=O)N/C(=C\c2ccc3c(c2)OCO3)C(=O)N2CCOCC2)cc1 | -11% | -9% | 24% | -21% | 1 | -18% | -3% | 26% | 21%
CCOC(=O)C1C(=O)C=C(C)C(C(=O)OCC)C1c1cccc([N+](=O)[O-])c1 (stereo not given) | 4% | 0% | 5% | -24% | -3 | -1% | -10% | ? | 3%
O=C1c2oc3ccc(F)cc3c(=O)c2C(c2cccc([N+](=O)[O-])c2)N1CCCN1CCOCC1 (stereo not given) | -9% | 0% | 13% | -12% | 0 | -15% | -1% | -32%[59 µM] | -8%
COc1ccc(-c2c3c(=O)n(C)c(=O)n(C)c3c3c(-c4ccccc4)nc4ccccc4n23)cc1 | 5% | -6% | 44%[activator] | 0% | 5 | -12% | 4%[57.1 µM] | -1%[59 µM] | -1%
Cc1nn(C(=O)c2cccc(F)c2)c(C)c1S(=O)(=O)N1CCOCC1 | 2% | -1% | 41%[activator][57 µM] | 5% | 5 | 1% | 3% | -6%[59 µM] | 12%
C=CCOc1ccc(CN(C)C(=O)CNC(=O)c2ccc(-c3ccccc3)cc2)cc1 | 6% | 2% | 21% | ? | 1 | -13% | -8% | 32%[activator] | -2%
CC1CCN(S(=O)(=O)c2ccc3c(c2)oc(=O)n3CC(=O)NC(C)c2ccccc2)CC1 (stereo not given) | 4% | 2% | 17% | -25% | -6 | -10% | -26% | ? | 1%
COc1ccc(C(CNC(=O)CNS(=O)(=O)c2ccc(NC(C)=O)cc2)N2CCOCC2)cc1 (stereo not given) | -1% | 0% | 40%[activator] | -8% | 0 | -8% | 6% | 12% | -11%

Assay outcomes as filed in PubChem BioAssay.
